Assay outcomes: PubChem BioAssay, National Center for Advancing Translational Sciences (NCATS)
JMJD2E inh: qHTS Assay for Inhibitors of Human Jumonji Domain Containing 2E (JMJD2E). 230,000 compounds, 1.6% hits. Lysine-specific demethylase 4E (Homo sapiens), B2RXH2. JMJD2E catalytic domain, FDH-coupled NADH fluorescence (FDH is formaldehyde dehydrogenase). Potency, µM (series often up to 57.1 µM), for the others: top-dose activity change, negative = inhibition, actives largely listed as inhibitors; active = well fitted inhibition curve with a large enough effect, not every such curve was filed as active; inconclusive = small, poorly fitted or top-dose-only effect, or another doubt; inactive = no such curve, though single readings can be large or run the other way;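 note: 0% = wells with enzyme and -100% = buffer wells without enzyme; nearly all actives have a fitted effect of over 50% in size; many of its hits are not listed in these tables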
Tau fibril ThT: qHTS for Inhibitors of Tau Fibril Formation, Thioflavin T Binding; Potency, µM (highest dose often 57.4 µM), for the others: top-dose activity, negative = inhibition, most hits filed as inhibitors; recombinant tau K18 P301L (four-repeat tau fragment), heparin-induced fibrillization, ThT fluorescence; 270,000 compounds, 2.1% hits; note: nearly all actives have a fitted effect of over 55% in size
Target sequence (P10636 561-689 P618L limits assumed): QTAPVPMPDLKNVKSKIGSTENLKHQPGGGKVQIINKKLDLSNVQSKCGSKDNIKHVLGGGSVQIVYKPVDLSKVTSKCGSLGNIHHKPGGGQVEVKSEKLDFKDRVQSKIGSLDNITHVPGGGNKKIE
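Aggregation was driven by heparin (20 uM final) acting on recombinant tau […] bearing P301L in 100 mM sodium acetate pH 7; fibrils were detected with Thioflavin T.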
TRb SRC2 PPI: qHTS for Inhibitors of the Interaction of Thyroid Hormone Receptor and Steroid Receptor Coregulator 2; Thyroid hormone receptor beta (Homo sapiens), P10828; AID 1469, 2008; Potency, µM (top dose mostly 106 µM), for the others: at the top dose activity change, negative = inhibition, actives largely listed as inhibitors; TRbeta-SRC2 peptide binding, fluorescence polarization; receptor liganded with 1 µM T3; 280,000 compounds, 0.065% hits;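 note: plate controls were bound peptide for no effect and peptide without receptor for full effect; nearly all actives have a fitted effect of over 50% in size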
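Each compound concentration gave % activity, normalized to unbound and bound Texas Red SRC2 controls, from polarization read after 5 hr ambient incubation with T3-loaded human TRb LBD.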
TR SRC2 fluor cs: Total Fluorescence Counterscreen for Inhibitors of the Interaction of Thyroid Hormone Receptor and Steroid Receptor Coregulator 2; TRb/SRC2 Texas Red total fluorescence interference; 280,000 compounds, 0.29% hits; Potency, µM (doses to about 106 µM), for the others: at the highest dose fluorescence change, negative = quenching; active = well fitted curve in either direction with a large enough effect; inconclusive = small, poorly fitted or top-dose-only effect
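Flags fluorescent or light-absorbing compounds by total fluorescence, S + 2P, at 555 nm excitation and 632 nm emission. Mixture: 20 nM Texas Red SRC2 peptide, 0.6 uM human TRb LBD, 1 uM T3, 5% DMSO; compound exposure 5 h at ambient temperature.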
RECQ1 helicase: qHTS Assay for Inhibitors of RecQ-Like Dna Helicase 1 (RECQ1). 240,000 compounds, 0.54% hits. Potency, µM (highest dose often 57.3 µM), for inactives: at the top dose activity, negative = inhibition, usual class: inhibitors. RECQ1 DNA unwinding, red fluorescence kinetic read. ATP-dependent DNA helicase Q1 (Homo sapiens), P46063. AID 2549, 2010;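 note: plate controls were vehicle for no effect and no enzyme for full effect; nearly all actives have a fitted effect of over 30% in size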
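50 nM RECQ1T1 preincubated 15 min with compound in Tris pH 8.0 buffer with MgCl2, DTT, Tween-20 and 2.5 ug/ml poly(dI-dC); started with 200 nM TAMRA/BHQ-2 forked duplex and 2 mM ATP. Unwinding read as fluorescence (525/598 nm), two reads 2 h apart.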
L3MBTL1 block: qHTS Assay for the Inhibitors of L3MBTL1 | Lethal(3)malignant brain tumor-like protein 1 (Homo sapiens), Q9Y468 | AlphaScreen L3MBTL1–H3K9me1 peptide binding | Potency, µM (doses to about 57.1 µM), inactives show at the highest dose activity, negative = inhibition, actives largely listed as inhibitors | 230,000 compounds, 0.66% hits | AID 485360, 2010; note: nearly all actives have a fitted effect of over 60% in size
Target sequence (Q9Y468 whole entry, looked up): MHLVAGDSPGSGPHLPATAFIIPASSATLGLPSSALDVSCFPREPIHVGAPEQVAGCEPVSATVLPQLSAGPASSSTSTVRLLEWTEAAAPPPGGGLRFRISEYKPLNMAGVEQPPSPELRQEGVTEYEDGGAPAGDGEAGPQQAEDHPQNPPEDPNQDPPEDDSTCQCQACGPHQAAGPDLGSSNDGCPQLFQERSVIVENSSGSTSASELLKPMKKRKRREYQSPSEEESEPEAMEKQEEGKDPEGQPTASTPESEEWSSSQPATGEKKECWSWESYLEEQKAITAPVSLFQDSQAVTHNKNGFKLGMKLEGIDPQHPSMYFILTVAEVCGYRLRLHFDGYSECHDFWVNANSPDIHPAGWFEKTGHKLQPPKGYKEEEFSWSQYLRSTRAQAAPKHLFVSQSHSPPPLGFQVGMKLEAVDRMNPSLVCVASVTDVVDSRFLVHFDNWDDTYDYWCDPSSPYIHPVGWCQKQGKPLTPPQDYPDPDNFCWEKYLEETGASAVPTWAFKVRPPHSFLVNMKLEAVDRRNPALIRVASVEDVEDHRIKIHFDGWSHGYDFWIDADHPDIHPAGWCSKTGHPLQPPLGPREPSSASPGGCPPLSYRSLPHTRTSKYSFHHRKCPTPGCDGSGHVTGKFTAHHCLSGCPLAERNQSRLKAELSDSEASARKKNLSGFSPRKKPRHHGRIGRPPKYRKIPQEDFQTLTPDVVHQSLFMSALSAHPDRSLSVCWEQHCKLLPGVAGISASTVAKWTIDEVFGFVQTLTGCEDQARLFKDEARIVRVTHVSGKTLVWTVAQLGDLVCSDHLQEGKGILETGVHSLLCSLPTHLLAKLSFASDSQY
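L3MBTL1 (50 nM) pre-complexed 30 min with biotinylated H3(1-15)K9me1 peptide (75 nM), then compounds added for 30 min at room temperature; AlphaScreen streptavidin donor/nickel chelate acceptor beads (10 ug/mL final) read after 30 min dark incubation.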
RGS12 GoLoco inh: qHTS Assay for Inhibitors of RGS12 GoLoco Motif Activity (Red Fluorophore) | Guanine nucleotide-binding protein G(i) subunit alpha-1 (Homo sapiens), P63096 | Gai1:RGS12 GoLoco peptide FP, rhodamine, 10 min | Potency, µM (titrated, usually from 61.6 µM), for inactives: at the highest dose activity, negative = inhibition, most hits filed as inhibitors | 230,000 compounds, 0.44% hits; active = well fitted inhibition curve with a large enough effect, not every such curve was filed as active; inactive = no such curve, though single readings can be large or run the other way; note: nearly all actives have a fitted effect of over 30% in size; many of its hits are not listed in these tables
Tau FP inhib: qHTS for Inhibitors of Tau Fibril Formation, Fluorescence Polarization; K18 P301L tau heparin fibrillization, Alexa594 FP, 6 h; 280,000 compounds, 0.39% hits; Microtubule-associated protein tau (Homo sapiens), P10636; Potency, µM (highest dose often 57.7 µM), for inactives: at the highest dose activity, negative = inhibition, actives largely listed as inhibitors; note: nearly all actives have a fitted effect of over 55% in size
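Human K18 P301L fragment (15 uM unlabeled plus 0.24 uM Alexa 594-labeled) in 100 mM sodium acetate pH 7 with compound, aggregation induced by 20 uM heparin for 6 hr at 37 C. ThT (30 uM) added for 1 hr, then Alexa 594 FP read.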
An asterisk follows results filed as active; i = inactive; ? = inconclusive; . = no result given; & = joins results of further samples; [ ] = another dose, or the depositor's remark. Unless noted, calls come from the whole dose curve; as a rule, active = well fitted curve in the direction sought with a large enough effect; inconclusive = small, poorly fitted or top-dose-only effect, or another doubt; inactive = no such curve, though single readings can be large; an effect the other way counts as inactive or inconclusive. Unless noted, % is set by controls: 0 for no effect and ±100 for the full control effect; potency is the fitted concentration of half-maximal effect. This is a subset; count on the stated rates, not on these rows.

Sequence of screens: JMJD2E inh | Tau fibril ThT | TRb SRC2 PPI | TR SRC2 fluor cs | RECQ1 helicase | L3MBTL1 block | RGS12 GoLoco inh | Tau FP inhib
CCC(=O)Nc1ccc2nc(SCC(=O)N3CCOCC3)sc2c1
  -11% | -7% | -11% | -1% | -2% | . | 3% | 7%
CNCC(O)CN(c1ccccc1)c1ccccc1 (stereo unspecified)
  -6% | -6% | -1% | 0% | 7% | -7% | 14% | -1%
NC(C(=O)O)(c1ccc(P(=O)(O)O)cc1)C1CC1 (stereo unspecified)
  . | 0% | -4% | -1% | 16% | . | 14% | 3%
Cc1cc(NC(=O)c2ccco2)cc(-c2nc3ccccc3o2)c1O
  . | -11% | 1% | 2% | . | . | . | ?
Cc1nc2nc(NC(=O)c3ccc(F)cc3)[nH]n2c(=O)c1Cc1ccccc1
  . | ? | -5% | 0% | . | . | . | -1%
COc1cc([N+](=O)[O-])ccc1Nc1nc(C)cc(C)n1
  2% | -5% | 1% | -5% | i | 5% | 14% | -1%
COc1cccc(OC)c1C(=O)NC(=S)Nc1cc(-c2nc3ccccc3[nH]2)ccc1Cl
  -24% | 8% | 0% | 2% | -6% | 5% | 14% | ?
COc1ccc(NC(=O)CSc2nnnn2C2CCCC2)cc1
  3% | -10% | -1% | 2% | -4% | 14% | 10% | -4%
Cc1c(NC(=O)C(=O)/C=C(\O)c2ccc(Cl)cc2)c(=O)n(-c2ccccc2)n1C
  -12% | -2% | -6% | 0% | i | 2% | 3% | -3%
O=C(Nc1cccc(S(=O)(=O)N2CCOCC2)c1)c1cn(-c2ccccc2)nc1-c1ccc(F)cc1
  8% | -4% | 3% | 2% | -3% | 3% | -1% | ?
O=C(O)Cn1cc(/C=C2/SC(=O)N(CC(=O)N3CCCCCC3)C2=O)c2ccccc21
  -1% | ? | -5% | 0% | -1% | . | 0% | -13%
COc1ccc(NC(=O)c2ccc3c(c2)n(C)c(=O)n3C)cc1
  -1% | -5% | -6% | -2% | -5% | 3% | 0% | -11%
CCN(CC)CCNC(=O)c1cc2c(=O)n(C)c3cc(Cl)ccc3c2s1
  . | -19% | 1% | 0% | . | . | . | 2%
COc1ccc(-c2nc3ccccc3n2Cc2ccccc2)cc1
  5% | ? | 9%&8% | -2%&-1% | 2% | . | -6% | 2%&2%
COc1ccc(/C=C(\C#N)C(=O)Nc2cc(S(=O)(=O)N3CCOCC3)ccc2N2CCCC2)cc1
  -23% | ? | -4% | 0% | -1% | -9% | -5% | -18%
O=C(Nc1cccc(F)c1)NC1CCN(Cc2ccccc2)CC1
  -6% | 1% | -5% | -3% | -2% | -18%[11.4 µM] | 14% | -13%
COc1cccc(CNS(=O)(=O)c2ccc3[nH]c4c(c3c2)CCCCC4)c1
  . | -9% | 3% | -10% | . | . | . | ?
CCN(C(=O)CN1c2ccccc2CC1C)c1c(N)n(Cc2ccccc2)c(=O)[nH]c1=O (stereo unspecified)
  -8% | -7% | -8% | -3% | i | -7% | 85%[activator] | 9%
O=C(NC(=O)N1CCN(c2cccc(Cl)c2)CC1)c1ccccc1
  -15% | -3% | -10% | -4% | -9% | 2% | 9% | 3%
CC(C)CCNC(=O)NC(=O)CSc1nnc2ccccn12
  0% | 2% | -25% | 0% | 7% | -4% | -14% | 10%
Oc1cccc(/C=N/N(Cc2ccccc2)c2ccccc2)c1
  -22% | ? | -4% | -3% | -26% | -6% | 27% | ?
COC(=O)Cc1ccc(NC(=S)NCCCO)cc1
  -1% | -3% | -2% | -6% | -1% | . | -5% | 2%
CCN=C1SCC(=O)N1c1ccc(OC)cc1
  0% | -2% | 0% | 2% | i | 35%[activator][11.4 µM] | -3% | 1%
CC1CCCC(C)N1C(=O)COC(=O)C(Cc1ccccc1)NC(=O)c1cccs1 (stereo unspecified)
  3% | 4% | 6% | -11% | 0% | -10% | 5% | 13%
CC1CCN(c2cc(N3CCOCC3)c(F)cc2[N+](=O)[O-])CC1
  -5% | ? | -4% | 1% | -3% | -7% | -9% | -2%
COc1ccc([C@@H]2C[C@H](c3ccccc3)Oc3cc(OC)c(OC)c(OC)c32)cc1
  ? | -14% | 0% | -3% | -9% | . | 0% | 13%
OCC1(Cc2ccc(Cl)cc2)CCN(Cc2ccc(Oc3ncccn3)cc2)CC1
  7% | -1% | 1% | 1% | i | -5% | 9% | 5%
COc1ccc(NC(=O)c2ccc3c(c2)CCN3S(=O)(=O)c2ccc(C)cc2)cc1Cl
  . | 4% | 4% | -1% | . | . | . | ?
Cc1ccc(C(C(=O)NC(C)(C)C)N(C(=O)c2csnn2)c2cccc(F)c2)o1 (stereo unspecified)
  -7% | -4% | 2% | 3% | i | 20%[11.4 µM] | 7% | 0%
O=C1N=C(N2CCCC2)S/C1=C\c1ccccc1
  3% | -18% | 0% | -5% | -1% | 4% | 4% | -6%

Not a retest: 9 of the compounds above.
Sequence of screens: JMJD2E inh | Tau fibril ThT | TRb SRC2 PPI | TR SRC2 fluor cs | RECQ1 helicase | L3MBTL1 block | RGS12 GoLoco inh | Tau FP inhib
COC(=O)Cc1ccc(NC(=S)NCCCO)cc1
  -1% | -3% | -2% | -6% | -1% | . | -5% | 2%
CCN=C1SCC(=O)N1c1ccc(OC)cc1
  0% | -2% | 0% | 2% | i | 35%[activator][11.4 µM] | -3% | 1%
CC1CCCC(C)N1C(=O)COC(=O)C(Cc1ccccc1)NC(=O)c1cccs1 (stereo unspecified)
  3% | 4% | 6% | -11% | 0% | -10% | 5% | 13%
CC1CCN(c2cc(N3CCOCC3)c(F)cc2[N+](=O)[O-])CC1
  -5% | ? | -4% | 1% | -3% | -7% | -9% | -2%
COc1ccc([C@@H]2C[C@H](c3ccccc3)Oc3cc(OC)c(OC)c(OC)c32)cc1
  ? | -14% | 0% | -3% | -9% | . | 0% | 13%
OCC1(Cc2ccc(Cl)cc2)CCN(Cc2ccc(Oc3ncccn3)cc2)CC1
  7% | -1% | 1% | 1% | i | -5% | 9% | 5%
COc1ccc(NC(=O)c2ccc3c(c2)CCN3S(=O)(=O)c2ccc(C)cc2)cc1Cl
  . | 4% | 4% | -1% | . | . | . | ?
Cc1ccc(C(C(=O)NC(C)(C)C)N(C(=O)c2csnn2)c2cccc(F)c2)o1 (stereo unspecified)
  -7% | -4% | 2% | 3% | i | 20%[11.4 µM] | 7% | 0%
O=C1N=C(N2CCCC2)S/C1=C\c1ccccc1
  3% | -18% | 0% | -5% | -1% | 4% | 4% | -6%

Going on with the list:
Sequence of screens: JMJD2E inh | Tau fibril ThT | TRb SRC2 PPI | TR SRC2 fluor cs | RECQ1 helicase | L3MBTL1 block | RGS12 GoLoco inh | Tau FP inhib
O=C(CN1CCN(S(=O)(=O)c2ccc(Cl)cc2)CC1)Nc1ccc2c(c1)OCO2
  -10% | -3% | 0% | 2% | -1% | -7% | -1% | 1%
COc1ccc(S(=O)(=O)NNC(=O)C2CC(c3cccnc3)=NO2)cc1 (stereo unspecified)
  7% | 1% | 5% | 1% | 18% | 5% | 2% | -4%
N#C/C(=C(/O)CO/N=C/c1ccccc1Cl)c1nc2ccccc2[nH]1
  -2% | -8% | 0% | -3% | -6% | -4% | 12% | -1%
COC(=O)CN(c1ccc(C)cc1)S(=O)(=O)c1ccc2c(c1)n(C)c(=O)c(=O)n2C
  -9% | 0% | -9% | -1% | 5% | 0% | -1% | 2%
Cc1cccc(N)c1-c1c(C)cccc1N
  4% | 1% | -4% | 1% | i | -10% | 2% | 3%
O=C(COc1ccccc1)NCC(=O)Nc1cccc(S(=O)(=O)NC2=NCCC2)c1
  5% | 4% | 2% | 2% | i | 6% | 7% | 5%
CCC1=Nc2cc(C(=O)NCCN(CC)CC)ccc2Sc2ccccc21
  . | -9% | 1% | 1% | . | . | . | 4%
CC(C)(C)C(=O)Nc1ccc(C(=O)N/N=C/c2ccccc2OC(=O)c2ccc(Cl)cc2)cc1
  4% | 10% | -2% | -6% | -3% | 32%[activator] | -11% | 2%
Cc1ccc(-c2nc(Cn3c(SCc4ccc(F)cc4)nc4cccnc43)c(C)o2)cc1
  . | ? | 1% | -25% | . | . | . | 3%
O=C(Nc1cccc(Cl)c1)c1cnc2sc(N3CCCC3)nn2c1=O
  . | 3% | 5% | 1% | . | . | . | 1%
CCCn1c(=O)c2[nH]cnc2n(-c2ccc(Cl)cc2)c1=O
  -4% | -1% | -2% | 1% | i | 6% | 8% | 4%
O=C(COC(=O)/C=C/c1ccc(S(=O)(=O)N2CCOCC2)cc1)NC1CCCCCCC1
  2% | -16% | 2% | -6% | -6% | . | 2% | -5%
CCOC(=O)Cn1c(=NC(=O)CC)sc2c(C)cc(C)cc21
  0% | -9% | -10% | 0% | -4% | 2% | 3% | -7%
CCN(C(=O)CSc1nc2ccccc2n1Cc1cc(C)ccc1C)c1ccccc1
  . | -11% | 0% | 0% | . | . | . | -1%
O=C(O)C(Cc1c[nH]c2ccccc12)NS(=O)(=O)c1ccc(Cl)cc1 (stereo unspecified)
  -21% | 1% | 3% | 0% | -4% | -17% | -4% | 4%
C#CCOC(=O)c1ccccc1C(=O)N(CC)CC
  -2% | -6% | 1% | 1% | -18% | -1% | 6% | -4%
CCc1ccc(-n2nc3cc(C)c(NC(=O)c4ccccc4C)cc3n2)cc1
  . | -6% | 8% | -14% | . | . | . | -20%
O=C1CC[C@@H](CN(Cc2ccccn2)Cc2nc(Cc3ccccc3)no2)N1
  -10% | -4% | 1% | -1% | -14% | 2% | -2% | -14%
